SMARCA2 act: SMARCA2 function activation, primary screen | MG213 cells, MMTV-luciferase reporter, dexamethasone, overnight | activation, % at 9.1 µM | 370,000 tested, 1% active; in the data active means activation above about 7.8%;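 further: 0% = vehicle wells and 100% = reference activator wells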
NPR1 activator: GC-A (human) enzyme activation. P16066. HEK293 GC-A cells, cGMP TR-FRET, EC30 ANP; 0% at EC30 ANP, 100% saturating ANP. activation, % at 10 µM. 370,000 tested, 0.14% active; in the data active means activation above about 40%
sPLA2-III inh: Inhibits HGIII-sPLA2 liposome hydrolysis, primary screen; QFRET BODIPY PC-A2 liposome hydrolysis, fluorescence; 370,000 tested, 0.56% active; Q9NZ20; inhibition, % at 12.2 µM;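 active means inhibition above mean plus 3 SD of compounds lying within the high and low control bounds, cut at about 19% in these data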;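 further: 0% = median of test compound wells and 100% = no enzyme DMSO wells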
hgDAF-12 ag: hgDAF-12 agonism, primary luciferase screen; HEK293 GAL4-hgDAF12 UAS-luciferase reporter, agonist luminescence; normalized to butyrate control; 370,000 tested, 1.8% active; activation, % at 6.8 µM; AID 687014;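 active means activation above a cutoff set at the mean of all screened compounds plus 3 SD, cut at about 10% in these data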;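 further: 0% = DMSO wells and 100% = sodium butyrate wells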
DAX1 inh-1: NR0B1 (DAX1) inhibition | P51843 | HEK293 Gal4-DAX1 luciferase reporter, luminescence | inhibition, % at 6.75 µM | 340,000 tested, 0.99% active | AID 504766;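 active means inhibition above the mean over all tested compounds plus 3 SD, cut at about 4.2% in these data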;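 further: 0% = DAX1-transfected cells with DMSO and 100% = empty-vector control cells with DMSO; inhibition shows as a rise in luminescence from relieved DAX1 repression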
ssDAF-12 act: activates DAF-12 receptor from parasite S. stercoralis | HEK293 ssDAF-12/GRIP1 lit1-tk-luc reporter, luminescence; % of 3 µM dafachronic acid response | activation, % at 6.8 µM | 370,000 tested, 1% active | AID 652126;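 active means activation above the mean over all tested compounds plus 3 SD, cut at about 0.9% in these data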;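 further: 0% = DMSO-only wells and 100% = 3 µM delta7-dafachronic acid wells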
GAA850 FXN act: frataxin GAA850 promoter activation; HEK293 lucGAA850 FXN promoter luciferase reporter, 24 h; percent of 10 µM SAHA response; activation, % at 6 µM; 360,000 tested, 0.56% active; AID 540364;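 active means activation above the average of all compounds screened plus 3 SD, cutoff fixed separately per campaign, cut at about 7.5% in these data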;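 further: 0% = DMSO wells and 100% = 10 µM SAHA wells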
KLK7 zymogen act: activators of human kallikrein-7 zymogen; P49862; purified proKLK7, EDANS-DABCYL substrate fluorescence; 100% is mature enzyme control, 0% vehicle; activation, % at 7 µM; 370,000 tested, 0.9% active; AID 652039;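 active means activation above the mean of all tested compounds plus 3 SD, computed per campaign excluding outliers beyond control limits, cut at about 13% in these data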
DAX1 inh-2: inhibitors of DAX1 repression of SF-1 activated StAR promoter; 370,000 tested, 1.1% active; HEK293T StAR-luciferase reporter, SF-1/DAX-1 repression relief; AID 652010; inhibition, % at 6.8 µM;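 active means inhibition above the mean over all tested compounds plus 3 SD, cut at about 3.6% in these data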;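 further: 0% = DAX-1 cells with DMSO and 100% = cells lacking DAX-1 with DMSO; higher inhibition means more luminescence from relief of DAX-1 repression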
GC-B act: GC-B (human) receptor activation; AID 1920062; 370,000 tested, 0.11% active; P20594; HEK293-GC-B cells, CNP EC30, cGMP TR-FRET; 0% at EC30 CNP, 100% saturating CNP; activation, % at 10 µM;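 active means activation at 10 µM reaching about 35% in either raw or pattern-adjusted values, limit read from the data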
Target sequence (P20594 whole entry, looked up): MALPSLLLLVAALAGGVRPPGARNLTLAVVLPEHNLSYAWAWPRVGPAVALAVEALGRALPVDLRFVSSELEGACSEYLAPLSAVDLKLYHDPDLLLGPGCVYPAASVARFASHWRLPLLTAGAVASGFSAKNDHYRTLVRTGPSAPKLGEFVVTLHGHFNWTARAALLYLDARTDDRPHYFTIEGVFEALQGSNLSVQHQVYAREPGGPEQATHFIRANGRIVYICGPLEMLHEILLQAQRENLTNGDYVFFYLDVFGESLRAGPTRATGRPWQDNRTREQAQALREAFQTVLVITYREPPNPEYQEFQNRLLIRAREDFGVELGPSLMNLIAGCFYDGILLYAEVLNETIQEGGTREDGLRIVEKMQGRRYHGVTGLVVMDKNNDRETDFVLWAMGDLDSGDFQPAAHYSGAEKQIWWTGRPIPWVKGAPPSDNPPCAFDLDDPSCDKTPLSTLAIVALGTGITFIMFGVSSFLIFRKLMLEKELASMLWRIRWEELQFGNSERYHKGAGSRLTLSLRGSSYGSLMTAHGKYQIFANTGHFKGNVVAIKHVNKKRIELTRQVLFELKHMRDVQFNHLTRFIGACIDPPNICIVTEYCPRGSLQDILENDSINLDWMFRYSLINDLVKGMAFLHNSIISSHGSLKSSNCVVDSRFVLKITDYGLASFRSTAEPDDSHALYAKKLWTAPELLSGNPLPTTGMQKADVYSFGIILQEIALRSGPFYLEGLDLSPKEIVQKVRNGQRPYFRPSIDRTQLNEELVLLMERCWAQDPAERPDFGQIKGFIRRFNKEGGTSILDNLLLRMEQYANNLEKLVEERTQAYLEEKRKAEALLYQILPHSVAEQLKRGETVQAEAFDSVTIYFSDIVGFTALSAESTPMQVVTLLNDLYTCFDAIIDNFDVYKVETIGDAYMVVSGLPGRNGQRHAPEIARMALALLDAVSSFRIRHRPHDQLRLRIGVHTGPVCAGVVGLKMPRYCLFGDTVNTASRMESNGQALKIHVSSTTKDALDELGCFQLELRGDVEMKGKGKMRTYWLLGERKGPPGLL
hcDAF12 agonist: H. contortus DAF-12 activation, primary screen; HEK293 hcDAF-12 lit1-tk-luc reporter, luminescence; 0% DMSO, 100% Δ7-dafachronic acid; activation, % at 6.8 µM; 370,000 tested, 1.4% active;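 active means activation above the mean of all tested compounds plus 3 SD, cut at about 5.5% in these data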;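 further: 100% = response to 3 µM Δ7-dafachronic acid high control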
An asterisk follows results filed as active; / = not tested or not shown; & = joins results of further samples. Hits appear at their usual frequency, and some 6.7% of all compounds hit somewhere here.

SMILES | SMARCA2 act | NPR1 activator | sPLA2-III inh | hgDAF-12 ag | DAX1 inh-1 | ssDAF-12 act | GAA850 FXN act | KLK7 zymogen act | DAX1 inh-2 | GC-B act | hcDAF12 agonist
CCCN1C(=O)C(NC(=O)c2ccncc2)(C(F)(F)F)C2=C1CC(C)(C)CC2=O (stereo not given) | -2 | -2 | 5 | 1.6 | -0.6 | 0.9* | -0.1 | -0.5 | 0.2 | -2 | 3.6
O=C(Nc1ccccc1-c1ccccc1)c1ccc(Br)o1 | -2 | -13 | -4 | 1.4 | -1.2 | -1.1 | -0.7 | -0.1 | -1.2 | -14 | -2.1
N#Cc1c(=O)c2nc(NCCCO)ncc2n2c(=O)c3ccccc3[nH]c12 | -2 | 6 | -3 | -1.1 | -0.4 | -1.0 | 0.3 | -5.6 | -0.2 | -3 | -0.1
O=C(OCC(=O)N1CCN(C(=O)c2ccco2)CC1)c1ccccc1O | 5 | 5 | 9 | -2.7 | 0.7 | -1.0 | 1.9 | 2.5 | -0.9 | 2 | -1.6
CC(C)(C)OC(=O)N(Cc1ccccc1)Cc1ccccc1OCc1cccc(NC(=O)c2ccccc2)c1 | -5 | 4 | -7 | 2.4 | -1.1 | -1.0 | -0.9 | -1.3 | 0.4 | 0 | -0.7
Nn1c(Cc2cccc3ccccc23)nnc1SCCOc1ccc(Br)cc1 | 0 | -8 | -17 | 2.1 | 0.9 | -1.1 | 2.3 | -0.2 | -0.5 | -9 | -1.0
O=C(Nc1ccc(F)cc1)c1cccnc1NCCc1ccccc1 | -2 | 3 | 1 | -2.8 | -1.0 | -1.6 | 1.2 | 0.6 | -1.1 | -4 | -0.1
COc1cc(OC)c(C(=O)NCc2cccnc2)cc1OC | 2 | 1 | 0 | 1.4 | -0.1 | -1.4 | 1.0 | -0.5 | -1.6 | -4 | -0.9
COc1ccc(COC[B-](F)(F)F)cc1 | 6 | 2 | -3 | -0.2 | 0.0 | -0.7 | 3.1 | 0.3 | -0.8 | 5 | -2.2
CC(NC(=O)COC(=O)c1cccc(S(=O)(=O)N2CCCC2)c1)c1ccccc1 (stereo not given) | -1 | 3 | 3 | 0.3 | 2.5 | -0.5 | -2.0 | -0.2 | -0.1 | 3 | -0.1
CC1CCN(C(=O)c2ccc(S(=O)(=O)Cc3cc(F)ccc3F)c([N+](=O)[O-])c2)CC1 | 1 | 3 | 10 | -3.1 | 2.0 | -1.6 | -7.2 | 0.1 | 0.3 | 1 | -1.2
CSc1nncn1/N=C/c1ccccc1F | 1 | 0 | 0 | -0.7 | 0.9 | -0.2 | 0.2 | -0.8 | 0.0 | -3 | -1.7
Cn1c(=O)oc2cc(S(=O)(=O)N3CCCC(C(=O)Nc4nccs4)C3)ccc21 (stereo not given) | 0 | -3 | -1 | -2.6 | -1.0 | -0.2 | -1.8 | 0.2 | -0.9 | 3 | -0.1
Cc1nn(Cc2ccc([N+](=O)[O-])cc2)c(=O)n1-c1ccccc1Cl | -2 | -2 | -2 | -2.8 | -1.4 | -1.0 | -0.8 | -0.2 | -0.1 | 3 | -2.6
COc1ccc(NC(=O)Nc2cnccn2)cc1OC | -1 | 0 | 6 | 0.2 | -0.1 | -0.5 | 0.9 | -0.1 | -0.2 | 8 | 0.4

Profiles, quoted from the list. Screens in order: SMARCA2 act | NPR1 activator | sPLA2-III inh | hgDAF-12 ag | DAX1 inh-1 | ssDAF-12 act | GAA850 FXN act | KLK7 zymogen act | DAX1 inh-2 | GC-B act | hcDAF12 agonist
CC(NC(=O)COC(=O)c1cccc(S(=O)(=O)N2CCCC2)c1)c1ccccc1 (stereo not given) is listed with -1 | 3 | 3 | 0.3 | 2.5 | -0.5 | -2.0 | -0.2 | -0.1 | 3 | -0.1
O=C(Nc1ccc(F)cc1)c1cccnc1NCCc1ccccc1 is listed with -2 | 3 | 1 | -2.8 | -1.0 | -1.6 | 1.2 | 0.6 | -1.1 | -4 | -0.1

Next section:
SMILES | SMARCA2 act | NPR1 activator | sPLA2-III inh | hgDAF-12 ag | DAX1 inh-1 | ssDAF-12 act | GAA850 FXN act | KLK7 zymogen act | DAX1 inh-2 | GC-B act | hcDAF12 agonist
CN1C(=O)Nc2cccc3cccc1c23 | -2 | -4 | -1 | -2.3 | 4.4* | -0.3 | 0.8 | -0.5 | -0.4 | 1 | 3.5
CC(OC(=O)c1cc(O)c2ccccc2c1O)C(=O)Nc1ccc(C(N)=O)cc1 (stereo not given) | -3 | -3 | -2 | 0.6 | 0.6 | 1.4* | 0.7 | -0.3 | -1.7 | -5 | 3.5
COc1ccc(C(C(=O)NC(C)(C)C)N(CC2CCCO2)C(=O)CCC(=O)Nc2cc(C)on2)cc1 (stereo not given) | -1 | -5 | -5 | -0.8 | -1.0 | -1.1 | 0.3 | 0.2 | -0.6 | -5 | -0.6
COc1ccccc1NS(=O)(=O)c1cc(NC(=S)NCCN2CCOCC2)ccc1N1CCOCC1 | 6 | 0 | 4 | -3.6 | 1.4 | -0.9 | 1.8 | -0.3 | 1.1 | 3 | -0.7
COc1cc(C2Nc3ccccc3NC3=C2C(=O)CC(C)(C)C3)cc(OC)c1OC (stereo not given) | 4 | -4 | 1 | 0.7 | -0.9 | 0.3 | -0.1 | -0.4 | 0.6 | -4 | -2.1
Cc1cc(C)cc(NC(=S)/N=C(\N)Nc2nc(C)c3ccccc3n2)c1 | -2 | 2 | -5 | 0.5 | -1.9 | -2.3 | 0.1 | -1.7 | -0.9 | -7 | -2.3
CC(=O)N(C)c1ccc(NC(=S)NCC(C)C)cc1 | 0 | 2 | -2 | -2.0 | 0.3 | -1.6 | -1.0 | 0.1 | 0.1 | -2 | 0.3
COC(=O)c1ccccc1NC(=O)c1ccc(Cn2cc(Cl)cn2)o1 | -4 | -6 | -1 | -1.2 | -0.7 | -1.2 | -0.5 | 0.4 | 0.1 | -7 | -0.9
CCOC(=O)N1CCC2(CC1)CC(=O)c1cc(O)ccc1O2 | 1 | -2 | -3 | -1.6 | -0.3 | -1.6 | -1.3 | 1.7 | 0.4 | 1 | -1.1
O=C(N/N=C/c1cc([N+](=O)[O-])ccc1O)c1cccc(N2CCCC2=O)c1 | -1 | -1 | 2 | -6.0 | -0.9 | -1.7 | -3.4 | 0.1 | -4.3 | -11 | -1.4
COc1ccc(C)cc1S(=O)(=O)N1CCN(C(=O)c2ncoc2-c2cccc(F)c2)CC1 | 3 | -2 | -2 | 2.4 | -0.1 | 0.2 | 1.6 | -0.6 | 0.0 | 2 | 3.5
CC(C)CCNC(=O)c1ccc(Cn2c(=S)[nH]c3ccccc3c2=O)cc1 | -3 | 2 | 21* | -0.1 | -0.8 | -0.6 | 3.5 | 0.8 | -0.4 | 0 | -0.9
O=C(Nc1ccc2oc(-c3ccncc3)nc2c1)c1ccccc1 | -3 | 0 | 0 | 0.5 | 0.1 | -2.1 | 1.2 | 2.4 | -0.6 | -3 | -3.0
O=C(C1=C(O)C(=O)N(Cc2cccnc2)C1c1ccccn1)c1cccs1 (stereo not given) | 2 | -1 | -1 | 3.2 | 1.2 | -0.3 | 1.4 | -1.2 | 0.4 | -1 | 1.4
O=S(=O)(Cc1cc(Oc2ccccc2)nc(-c2ccccc2)n1)c1ccccc1 | 2 | -4 | -15 | -1.6 | 0.7 | -0.7 | 4.8 | 0.3 | -1.0 | -14 | -1.5
CCCCNC(=O)C1C2C=CC3(CN(Cc4ccccc4Cl)C(=O)C13)O2 (stereo not given) | -3 | -1 | 3 | 0.3 | -0.2 | -1.3 | -2.1 | -0.3 | -0.2 | 3 | -0.8
Nc1nc2n(n1)C(=O)CC(c1ccccc1[N+](=O)[O-])N2 (stereo not given) | 2 | 2 | 2 | 1.4 | -0.5 | -0.9 | -1.4 | 0.7 | 0.3 | 3 | 1.0
CCc1cc2c(=O)[nH]cnc2s1 | -2 | -1 | 10 | 0.8 | -0.4 | -1.4 | 1.8 | -0.3 | -0.5 | 1 | -1.6
CCCn1c(=NC(=O)c2ccco2)c(C(=O)OCC)cc2c(=O)n3ccccc3nc21 | 13* | 5 | 7 | 13* | 2.1 | 0.5 | 5.0 | 89* | 0.8 | 3 | 3.6
Cc1cc(C)n(CC(=O)N/N=C/c2ccco2)n1 | -2 | 2 | 2 | -3.0 | 1.9 | -1.1 | 1.4 | -0.2 | 0.8 | -1 | -1.7
C=CCNC(=O)C12CCC(C)(C(=O)C1Br)C2(C)C (stereo not given) | 1 | 2 | 9 | 0.0 | 0.1 | -1.4 | 3.0 | -0.4 | -0.6 | 6 | -0.1
CNC(=O)N(O)C1N(c2ccccc2)C(=S)SC1(C)C (stereo not given) | 1 | 5 | 6 | -0.8 | 0.3 | -1.2 | -0.8 | 0.7 | 0.7 | 3 | -0.2
COc1cccc(-c2csc(NC(=O)C3CC3)n2)c1 | 3 | 11 | -5 | 12* | 1.8 | -1.5 | 3.5 | 0.0 | 5.2* | -3 | 5.2
O=C(CCS(=O)(=O)c1ccc(Br)cc1)NCCc1ccccc1 | -3 | -3 | -1 | -2.3 | 0.5 | -1.7 | -0.8 | 0.7 | -0.2 | 2 | 0.0
CC1(C)S[C@@H]2[C@H](NC(=O)Cc3ccccc3)C(=O)N2[C@H]1C(=O)O | -2&-2 | -2&2 | 6&-1 | -2.8&1.1 | -0.2&0.6 | -0.3&-1.2 | 2.6&-0.6 | -0.5&0.6 | 0.8&0.4 | 3&1 | -0.8&0.6
O=c1cc(-c2ccccc2Cl)c2c([nH]1)CCC2 | 2 | 0 | -4 | 0.9 | 0.1 | -1.4 | 0.6 | -1.8 | 0.1 | -1 | -0.5
CCOC(=O)c1c(/N=C/N(C)C)sc(/C=N/Nc2ccccc2)c1-c1ccccc1 | -5 | 13 | 5 | -1.5 | -1.0 | -0.9 | 1.9 | -0.2 | -0.9 | 3 | -0.6
O=C(CCc1ccccc1-c1ccccc1CCNC(=O)c1ccc(F)c(F)c1)NCc1ccccc1 | -2 | -5 | 3 | -1.9 | / | -1.0 | / | 0.2 | -0.3 | -3 | -1.0
CN(C(=O)c1ccc(NC(=O)Cc2cccc(NC(=O)C3CCCN(C(=O)C4CC4)C3)c2)cc1)C1CCCC1 (stereo not given) | 1 | 2 | -5 | -1.3 | -2.2 | -1.3 | 0.7 | 0.2 | -0.3 | -4 | -1.0
Cc1ccc(C)c(C(=O)OCC(=O)N(C)c2ccccc2)c1 | -3 | -3 | 1 | -0.5 | 0.3 | -1.3 | 1.1 | 0.1 | -0.2 | 5 | -1.0
COC(=O)c1ccccc1COc1cccn2c(N(C)Cc3cccs3)c(C)nc12 | 1 | 1 | 3 | 1.0 | / | -1.1 | -1.8 | 0.8 | 0.1 | 10 | -2.0

Fetched one by one from the entries so far, 2 records:
SMILES | SMARCA2 act | NPR1 activator | sPLA2-III inh | hgDAF-12 ag | DAX1 inh-1 | ssDAF-12 act | GAA850 FXN act | KLK7 zymogen act | DAX1 inh-2 | GC-B act | hcDAF12 agonist
O=c1cc(-c2ccccc2Cl)c2c([nH]1)CCC2 | 2 | 0 | -4 | 0.9 | 0.1 | -1.4 | 0.6 | -1.8 | 0.1 | -1 | -0.5
O=C(CCS(=O)(=O)c1ccc(Br)cc1)NCCc1ccccc1 | -3 | -3 | -1 | -2.3 | 0.5 | -1.7 | -0.8 | 0.7 | -0.2 | 2 | 0.0

Bioassay records from PubChem.
